# SW480 rereplic: A quantitative high throughput screen for small molecules that induce DNA re-replication in SW480 colon adenocarcinoma cells; Potency, µM (titrated, usually from 46.1 µM), without a hit: top-dose re-replication activation, hits mostly activators; SW480 DNA re-replication, Hoechst DNA content imaging, 48 h; actives 1.8% (n = 340,000); also: potency is read from the fitted curve at half-maximal effect; % of control where 0% means no effect; nearly all actives have a fitted effect of over 55% in size
#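 Per well, 250 cells were exposed to pinned compound for 48 hr. Nuclear DNA was visualised with Hoechst (40 min, 37 C) and total object intensity recorded by fluorescence scanning.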
# HT1080 IDH1KD tx: qHTS for induction of synthetic lethality in tumor cells producing 2HG: qHTS for the HT-1080-IDH1KD cell line; HT-1080 IDH1 knockdown viability, ATP luminescence, 48 h; AID 686971, 2013; actives 2% (n = 360,000); Potency, µM (series often up to 46.1 µM), without a hit: top-dose activity, negative = toxicity, most hits filed as cytotoxic;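 also: potency is read from the fitted curve at half-maximal effect; 0% = DMSO wells and -100% = cell-free medium wells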
#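 In this qHTS, HT-1080 cells depleted of IDH1 are exposed for 48 h at 37 °C to compound titrations. Toxicity is scored from CellTiter-Glo luminescence, with DMSO as full viability and medium alone as none.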
# MCF10A rerep: A quantitative high throughput screen for small molecules that induce DNA re-replication in MCF 10a normal breast cells; MCF 10A DNA re-replication, Hoechst nuclear intensity, 48 h; Potency, µM (titrated, usually from 46.1 µM), inactives show at the top dose activity, positive = re-replication, actives largely listed as activators; actives 2.9% (n = 350,000); AID 624296, 2012; also: potency is read from the fitted curve at half-maximal effect; % of control where 0% means no effect; nearly all actives have a fitted effect of over 50% in size
# HT1080NT lethal: qHTS for induction of synthetic lethality in tumor cells producing 2HG: qHTS for the HT-1080-NT fibrosarcoma cell line; Potency, µM (doses to about 46.1 µM), without a hit: at the highest dose activity, negative = less viability, usual class: cytotoxic; actives 1.6% (n = 360,000); AID 686970, 2013; HT-1080-NT fibrosarcoma viability, CellTiter-Glo ATP luminescence, 48 h;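 also: NT is the 2HG producing partner of a matched IDH1 knockdown line; potency is read from the fitted curve at half-maximal effect; 0% = DMSO-treated cells and -100% = media-only wells without cells; nearly all actives have a fitted effect of over 55% in size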
#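 Viability of the 2HG-overproducing fibrosarcoma line after 48 hours of compound exposure at 37 degrees C was determined by luminescence with CellTiter-Glo, and concentration-effect curves were then fitted and categorized.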
# IL1B secr inh: qHTS for Inhibitors of Inflammasome Signaling: IL-1-beta AlphaLISA Primary Screen; THP-1 LPS/ATP IL-1B secretion, AlphaLISA, 16 h; hits give low values; activity change, % at 57.5 µM; actives 4.7% (n = 360,000); AID 743279, 2014; in the data active = activity change below about -50%; inconclusive = mostly about -30% to -49%; also: % is scaled to controls: 0 for no effect and ±100 for the full control effect
#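 Secreted IL-1B measured by AlphaLISA bead assay after 16 h compound exposure of THP-1 cells; compounds (final up to 57.5 uM) added 1 h before LPS (250 ng/mL) and ATP (1.25 mM) stimulation; lower signal means less secretion.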
# KB-3-1 cytotox: qHTS assay for MDR1-selective chemotherapeutics: Primary screen using the parental adenocarcinoma cell KB-3-1. KB-3-1 viability, CellTiter-Glo ATP luminescence, 72 h. Potency, µM (doses to about 46.1 µM), without a hit: at the highest dose activity change, negative = cytotoxic, usual class: cytotoxic. actives 1.4% (n = 400,000). AID 1347075, 2019; also: potency is read from the fitted curve at half-maximal effect; % is scaled to controls: 0 for no effect and ±100 for the full control effect; nearly all actives have a fitted effect of over 60% in size
#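 Using CellTiter-Glo luminescence, growth of non-resistant KB-3-1 adenocarcinoma cells is assessed 72 h after pin-tool compound addition at 37 °C. Normalized responses across the concentration series yield fitted curves.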
# KB-V1 cytotox: qHTS assay for MDR1-selective chemotherapeutics: Primary screen using the drug-selected MDR subline cells KB-V1 | KB-V1 MDR cells viability, CellTiter-Glo, 72 h | Potency, µM (titrated, usually from 46.1 µM), for the others: top-dose activity change, negative = cytotoxicity, usual class: cytotoxic | actives 3.4% (n = 400,000); also: potency is read from the fitted curve at half-maximal effect; % is scaled to controls: 0 for no effect and ±100 for the full control effect; nearly all actives have a fitted effect of over 60% in size
#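 Compound-treated KB-V1 multidrug-resistant cells, 72 h, 37 degrees C; viability by CellTiter-Glo. Fitted qHTS curves give the values.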
# ATXN2 expr inh: Primary qHTS for Inhibitors of ATXN expression; actives 0.72% (n = 360,000); HEK-293 ATXN2-luciferase reporter, luminescence, 24 h; Potency, µM (titrated, usually from 57 µM), inactives show top-dose activity change, negative = inhibition, actives largely listed as inhibitors; also: potency is read from the fitted curve at half-maximal effect; % is scaled to controls: 0 for no effect and ±100 for the full control effect; nearly all actives have a fitted effect of over 55% in size
#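 ATXN2-luciferase reporter cells (luciferase flanked by upstream and downstream ATXN2 gene portions) were treated 24 h at 37 °C with compounds at up to 57 uM. SteadyGlo luminescence gave expression; GF-AFC fluorescence gave viability.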
# WRN helicase inh: qHTS for Inhibitors of WRN Helicase | Bifunctional 3'-5' exonuclease/ATP-dependent helicase WRN (Homo sapiens), Q14191 | WRN helicase unwinding, fluorescent forked duplex, kinetic | Potency, µM (doses to about 114 µM), inactives show top-dose activity change, negative = inhibition, actives largely listed as inhibitors | actives 0.46% (n = 360,000) | AID 651768, 2012; also: potency is read from the fitted curve at half-maximal effect; % is scaled to controls: 0 for no effect and ±100 for the full control effect; nearly all actives have a fitted effect of over 55% in size
# Target sequence (Q14191 whole entry, looked up): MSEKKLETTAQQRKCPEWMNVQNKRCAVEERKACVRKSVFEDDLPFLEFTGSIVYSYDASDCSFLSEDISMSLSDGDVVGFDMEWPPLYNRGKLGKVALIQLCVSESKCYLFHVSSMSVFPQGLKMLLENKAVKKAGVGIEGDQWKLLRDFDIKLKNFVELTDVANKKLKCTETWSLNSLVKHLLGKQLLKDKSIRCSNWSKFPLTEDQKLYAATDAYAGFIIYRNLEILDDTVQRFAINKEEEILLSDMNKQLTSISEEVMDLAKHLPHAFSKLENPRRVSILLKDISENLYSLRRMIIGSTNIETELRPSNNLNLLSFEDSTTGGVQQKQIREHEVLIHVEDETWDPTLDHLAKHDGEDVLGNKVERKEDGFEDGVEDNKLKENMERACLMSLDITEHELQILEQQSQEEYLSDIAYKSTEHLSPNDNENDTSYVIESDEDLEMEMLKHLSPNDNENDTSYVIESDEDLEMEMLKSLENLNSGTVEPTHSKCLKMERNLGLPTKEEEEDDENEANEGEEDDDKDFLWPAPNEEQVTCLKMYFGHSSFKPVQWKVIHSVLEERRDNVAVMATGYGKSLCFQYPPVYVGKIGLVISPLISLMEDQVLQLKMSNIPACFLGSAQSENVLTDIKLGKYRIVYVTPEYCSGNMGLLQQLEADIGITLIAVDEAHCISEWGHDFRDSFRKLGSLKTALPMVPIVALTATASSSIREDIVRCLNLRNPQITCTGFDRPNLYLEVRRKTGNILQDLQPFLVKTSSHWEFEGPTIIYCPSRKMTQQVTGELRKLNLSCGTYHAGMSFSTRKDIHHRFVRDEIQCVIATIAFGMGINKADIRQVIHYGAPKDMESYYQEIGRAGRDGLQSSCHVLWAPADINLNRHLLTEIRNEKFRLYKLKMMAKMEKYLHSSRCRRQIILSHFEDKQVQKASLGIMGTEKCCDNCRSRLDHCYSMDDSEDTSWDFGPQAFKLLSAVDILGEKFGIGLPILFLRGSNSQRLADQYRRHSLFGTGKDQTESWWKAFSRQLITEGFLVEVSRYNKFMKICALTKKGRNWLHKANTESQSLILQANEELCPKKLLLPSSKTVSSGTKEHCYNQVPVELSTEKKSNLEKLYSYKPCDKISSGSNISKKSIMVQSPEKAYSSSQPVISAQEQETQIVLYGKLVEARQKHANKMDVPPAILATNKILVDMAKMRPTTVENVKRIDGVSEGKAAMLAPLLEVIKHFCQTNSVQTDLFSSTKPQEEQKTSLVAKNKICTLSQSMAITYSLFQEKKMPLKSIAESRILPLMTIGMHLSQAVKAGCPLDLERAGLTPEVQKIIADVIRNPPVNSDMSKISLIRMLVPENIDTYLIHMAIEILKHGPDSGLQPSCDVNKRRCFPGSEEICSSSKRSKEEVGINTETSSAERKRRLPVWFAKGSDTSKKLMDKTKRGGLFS
#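 Screening of the MLSMR collection measured strand separation of a quenched forked DNA duplex (100 nM) by 20 nM WRN with 2 mM ATP, all final. Compounds were preincubated with enzyme 15 min at room temperature.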
# Numbers without * were called inactive; u = inconclusive; x = no result given; [ ] = remark or other dose. Unless noted, calls follow the shape of the dose curve; as a rule, active = well fitted curve in the direction sought with a large enough effect; inconclusive = small, poorly fitted or top-dose-only effect, or another doubt; inactive = no such curve, though single readings can be large; an effect the other way counts as inactive or inconclusive.
SMILES,SW480 rereplic,HT1080 IDH1KD tx,MCF10A rerep,HT1080NT lethal,IL1B secr inh,KB-3-1 cytotox,KB-V1 cytotox,ATXN2 expr inh,WRN helicase inh
COc1ccc(-n2ncc3c(=O)n(CC(C)=O)cnc32)cc1,-1%,6%,-11%,-2%,0,13%,-5%,5%,12%
O=C(N/N=C\c1c(O)ccc2ccccc12)c1cncc(Br)c1,u,1µM*,15µM*,u,204,2.9µM*,u,u,-4%
CC(=O)N1CCOc2ccc(S(=O)(=O)NCCc3ccc(S(N)(=O)=O)cc3)cc21,17%,12%,7%,0%,76,7%,u,4%,-3%
CC1(OC(=O)CCc2ccccc2)C(=O)C=C2C=C(c3ccc(C#N)cc3)N(CCN3CCOCC3)C=C2C1=O (centres undefined),-25%[9.22 µM],9%,-1%,3%,29,13%,7%,3%,2%
CCOc1ccc(CNC(=O)c2ccc(Sc3ccc(C)cc3)c(NC(C)=O)c2)cc1OC,1%,-8%,2%,-2%,-25,0%,-2%,-9%,-7%
CN(C(=O)CSc1nnc(Nc2ccccc2)s1)C1CCS(=O)(=O)C1 (centres undefined),u,4%,11%,11%,2,17%,2%,-17%,4%
COc1ccc(N2CCN(C(=O)C3CCN(S(=O)(=O)c4c(C)noc4/C=C/N(C)C)CC3)CC2)cc1,8%,-18%,u,u,-1,-11%,0%,-10%,-6%
CCOC(=O)c1cc(CN2CCOCC2)oc1-c1ccccc1,-7%,5%,21%,-1%,25,7%,u,-3%,-1%
CC(N=Cc1ccccc1O)c1ccccc1 (centres undefined),-3%,-6%,2%,2%,0,2%,2%,7%,2%
Cc1cnc(C(=O)OCC(=O)Nc2cc(-c3cc(C)c(C)cc3C)nn2-c2ccccc2)cn1,1%,-3%,5%,-1%,1,-5%,-5%,-5%,-2%
CN(Cc1ccccc1)C(=O)C1CCC(CNS(=O)(=O)c2cccc3cccnc23)CC1 (centres undefined),u,-5%,24%,-2%,-6,0%,9.2µM*,x,1%
CN(C(=O)COC(=O)CCc1nc2ccccc2c(=O)[nH]1)C1CCS(=O)(=O)C1 (centres undefined),-70%[inhibitor],2%,4%,0%,4,-10%,u,-8%,0%
CC1CCc2nn(CC(=O)NCc3ccc4c(c3)OCO4)cc2C1 (centres undefined),-2%,2%,2%,-3%,-5,0%,4%,2%,0%
Cc1cccn2c(CNC3CCCc4ccccc43)c(C(=O)N3CCCCC3)nc12 (centres undefined),-3%,-17%,6%,-19%,-6,u,-8%,-16%[11.3 µM],-7%
CC(=O)N1CCC(C(=O)N2c3ccccc3N=C(c3ccc(C(F)(F)F)cc3)C2C(=O)NC(C)(C)C)CC1 (centres undefined),x,-7%,x,0%,38,16%,-6%,x,3%
O=C(Nc1cccc(C(F)(F)F)c1)Nn1cnnc1,-11%,0%,0%,-2%,-7,2%,-13%,6%,4%
COc1ccc(N/N=C(\C=N\O)C(=O)c2ccc(OC)cc2)cc1,u,u,6.5µM*,u,17,u,0%,-9%,-22%
COc1cccc(CNS(=O)(=O)c2ccc(N3CCCC3=O)cc2)c1,3%,-2%,0%,-16%,-15,0%,0%,-7%,-8%
CCN(CC)CC1CN(N=Cc2ccc([N+](=O)[O-])o2)C(=O)O1 (centres undefined),u,-17%,14%,-20%,8,u,u,-39%,-2%
C[C@]12C(=O)N(c3cccc(Cl)c3)C(=O)N1[C@H]1c3ccccc3OC[C@@H]1[C@H]2c1ccccc1,u,-12%,-7%,-13%,2,0%,-7%,9%,-1%
Cc1ccc(C)c(OCCC(=O)Nc2ccc3c(c2)OCO3)c1,-1%,21%,3%,12%,-6,6%,u,0%,-1%
Cn1c(=O)c2c(nc(NCc3cccnc3)n2Cc2ccccc2Cl)n(C)c1=O,-18%,5%,-1%,11%,-20,3%,-2%,11%,-2%
Cc1cc2cc(C(c3nnnn3CC3CCCO3)N3CCCc4ccccc43)c(=O)[nH]c2cc1C (centres undefined),u,11µM*,u,u,u,u,21µM*,-17%,-23%
O=C(O)c1cccc(COCC(F)(F)C(F)F)c1,1%,1%,-6%,2%,17,10%,0%,13%,-29%
C=CCN(c1ccccc1)S(=O)(=O)c1cccc(C(=O)OCC(=O)NCCOC)c1,6%,-3%,-4%,1%,10,1%,0%,x,1%
O=C(Nc1ccnc(-c2cccnc2)n1)c1ccc(Cl)c(Cl)c1,-1%,7%,-2%,5%,13,-4%,8%,-10%,-3%
CC1(C)CC(=O)C=C(C(=O)N2CCCC(C(=O)c3cc(F)ccc3F)C2)O1 (centres undefined),x,-5%,x,3%,-14,7%,-25%,x,-11%
CC(C)(C)OC(=O)N(CC1CCNCC1)C(=O)c1[nH]c(C(F)(F)F)nc1-c1ccccc1,x,0%,x,8%,-27,0%,18%,8%,3%
CC1(C(=O)NNC(=O)c2cccc([N+](=O)[O-])c2)CC1Br (centres undefined),x,2%,x,3%,-10,-4%,-15%,x,-7%
OC(c1ccc(Cl)c(F)c1)c1ncc(-c2ccc(F)cc2)[nH]1 (centres undefined),x,u,x,u,1,0%,-3%,-24%,8%
Cc1ccc(NS(=O)(=O)c2ccc3[nH]c(=O)sc3c2)cc1,0%,-8%,-8%,-2%,7,4%,0%,15%[11.3 µM],-21%
O=C(CSc1nc2ccccc2c(=O)n1CCCN1CCOCC1)NCCc1ccccc1,1%,0%,4%,-5%,4,-2%,2%,x,-2%
COc1ccc(N2C(=O)CC(N3CCOCC3)C2=O)cc1 (centres undefined),-14%,0%,0%,-3%,20,0%,u,3%,-17%
O=C(Nc1ccc2nc(-c3ccco3)[nH]c2c1)c1cccs1,-6%,-28%,-5%,-19%,-7,-16%,-27%,6%,-19%
CCOC(=O)c1cnc2ccc(OCC)cc2c1N1CCN(c2ccccc2)CC1,3%,u,u,-31%,-17,u,u,-17%,-11%
O=C(Cn1cccc1)N1CCc2ccccc21,2%,13%,1%,-5%,-7,-3%,3%,5%,-7%
O=C(C1CCN(S(=O)(=O)c2cccs2)CC1)N1CCN(Cc2ccccc2)CC1,0%,-8%,1%,-13%,-19,1%,7%,x,2%
CC1CN(C(=S)Nc2ccccc2F)CC(C)O1 (centres undefined),0%,-3%,20%,-4%,8,-26%,-10%,-8%,-3%
O=C(Nc1cccc(F)c1)C1CC(=O)N(c2ccc(Br)cc2)C1 (centres undefined),-6%,-7%,2%,-4%,2,1%,-2%,10%,2%
CC(=C\C(=O)O)/C(=C/c1ccco1)C(=O)O,0%,5%,0%,19%,12,-13%,14%,8%,2%[11.6 µM]

# Results in HT1080 IDH1KD tx, HT1080NT lethal and WRN helicase inh (three entries from above):
Compound	HT1080 IDH1KD tx	HT1080NT lethal	WRN helicase inh
O=C(Cn1cccc1)N1CCc2ccccc21	13%	-5%	-7%
O=C(C1CCN(S(=O)(=O)c2cccs2)CC1)N1CCN(Cc2ccccc2)CC1	-8%	-13%	2%
CC1CN(C(=S)Nc2ccccc2F)CC(C)O1 (centres undefined)	-3%	-4%	-3%

# More records follow:
SMILES,SW480 rereplic,HT1080 IDH1KD tx,MCF10A rerep,HT1080NT lethal,IL1B secr inh,KB-3-1 cytotox,KB-V1 cytotox,ATXN2 expr inh,WRN helicase inh
COc1ccc(-c2nc(CCNS(=O)(=O)c3ccc4c(c3)OCCO4)cs2)cc1,0%,-5%,1%,-15%,8,u,3%,-22%,-4%
COC(=O)COc1cccc2c(=O)n(CC(=O)N3CCC(C)CC3)ccc12,-19%,3%,9%,17%,-61*,-5%,3%,2%,-2%
C=C1C(=O)OC2C=C(CO)C3OC3C3OC3(C)CC(OC(=O)/C(=C/C)COC(C)=O)C12 (centres undefined),0.82µM*,5.2µM*,2.1µM*,-24%,-101*,u,-8%,u,u
COc1ccccc1C(=O)NC(=S)N1CCc2ccccc21,16%,1%,19%,-4%,18,-2%,-17%,x,7%
O=C(Nc1c2c(nn1-c1ccc([N+](=O)[O-])cc1)CS(=O)(=O)C2)C1CC1,25%,15%,-7%,25%,0,16%,29%,4%,1%
CC(C)(C)C1C/C(=C/c2ccccn2)C(=O)/C(=C/c2ccccn2)C1 (centres undefined),0.41µM*,0.65µM*,u,0.73µM*,-93*,u,u,1.4µM*,-4%
N#CCCN(Cc1ccccc1)C(=O)Nc1ccc(F)cc1,-9%,11%,-12%,5%,x,-1%,-13%,0%,10%
COc1ccc(S(=O)(=O)N2CCc3ccccc32)cc1C(=O)NCCc1ccc(S(N)(=O)=O)cc1,-10%,3%,-2%,5%,-12,-13%,-4%,5%,1%
O=C(Nc1ccnn1C1CCN(C2CCCC2)CC1)c1ccccc1Cl,3%,0%,3%,1%,3,2%,2%,4%,9%
O=C(CCc1nnc2ccc(NCc3ccccc3Cl)nn12)NC1CCCC1,16%,6%,2%,3%,-15,-30%,-28%,3%,-1%

# Bioassay records: PubChem BioAssay, National Center for Advancing Translational Sciences (NCATS)
